Assay outcomes deposited in PubChem BioAssay by Sanford-Burnham Center for Chemical Genomics.
Hsp70 inhibitors – Hsp70 inhibitors, probe displacement, primary screen, biochemical, fluorescence polarization (AID 583) | 0.06% of 140,000 active | one-dose displacement, % at 20 µM; IC50 in µM for titrated hits | Hsp70 fluorescence polarization probe displacement, mP; higher % means a stronger effect; in the data active = displacement above about 50%;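 note: plate controls were vehicle for no effect and reference ligand for full effect; a part of the inactive calls stands beside numbers as strong as those of hits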
Rat MKP-3 inhibitors – inhibition of rat DUSP6 enzyme activity – biochemical, in vitro, primary screen (AID 425); recombinant MKP-3 phosphatase activity, fluorescence; higher % means a stronger effect; one-dose inhibition, % at 20 µM; IC50 in µM for titrated hits; 0.17% of 110,000 active; in the data active = inhibition above about 50%;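 note: plate controls were vehicle for no effect and reference inhibitor for full effect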
Numbers without * were called inactive; . = no result given; & = joins results of further samples. A portion of the library; count on the stated rates, not on these rows.

SMILES | Hsp70 inhibitors | Rat MKP-3 inhibitors
O=c1c(-c2ccco2)[n+]([O-])c2ccccc2n1OCc1ccccn1 | 1.9% | -4%
C/C(Cn1nnc([N+](=O)[O-])n1)=N/NC(=O)Cc1ccc(Cl)cc1 | -0.4% | 0%
CCOc1ccccc1C(C1=C(O)CC(C)(C)CC1=O)C1C(=O)CC(C)(C)CC1=O (centres undefined) | 5.8% | -3%
CC(C)OCCCNC(=O)CN1CCN(Cc2ccccc2Cl)C1=O | . | 4%
CC(C)COc1ccc(/C=C2\SC(=S)NC2=O)c2ccccc12 | 18% | 5%
Cc1oc(-c2ccc(F)cc2)cc1-c1nn2c(-c3ccco3)nnc2s1 | -11% | -1%
CCc1cccc2c1NC(=O)[C@]21[C@@H]2C(=O)N(Cc3ccccc3)C(=O)[C@@H]2[C@@H]2CCCN21 | -1.9% | -2%
CC(C)CC(=O)N1c2ccccc2NC2=C(C(=O)CC(C)(C)C2)C1c1ccco1 (centres undefined) | 0.2% | 1%
O=C(NCCOC(=O)c1cccs1)c1cccnc1 | -1.7%&2.5% | 1%&2%
O=C(NCCCn1ccnc1)C(=O)NCc1ccccc1 | 0.1% | .
Cc1ccsc1C(=O)OC1CCOC1=O (centres undefined) | -4.2% | -5%
CCOc1ccccc1C(=O)NC1CC2CCCC(C1)N2Cc1nnnn1Cc1ccco1 (centres undefined) | 2.3% | 1%
COC(=O)C(CC(C)C)NC(=O)CSc1nc(-c2ccccc2)c(C#N)c(=O)[nH]1 (centres undefined) | 10% | -10%
COC(=O)C(Cc1ccccc1)NC(=O)COc1ccc(C(C)(C)C)cc1 (centres undefined) | 4.2% | .
O=C(O)/C=C/C(=O)Nc1ccc2c(c1)OCO2 | 1.1% | 5%
CCN(CC)c1ccc(C=C(C#N)C#N)c(OC)c1 | -0.7% | 8%
Cc1ccc(CNc2oc(COc3ccccc3Cl)nc2C#N)cc1 | -0.3% | 0%
COC(=O)c1ccccc1NC(=O)CN(c1ccc(C)cc1)S(C)(=O)=O | 1.6% | -2%
COC(=O)c1sc(NC(=O)c2cccc(F)c2)c(C(=O)OC)c1C | -2.8% | 2%
CCOC(=O)c1ccc(N2C(=O)C(O)=C(C(C)=O)C2c2ccccn2)cc1 (centres undefined) | 6.1% | -6%
S=C(c1cccc(OCc2ccccc2)c1)N1CCOCC1 | -5.1% | -5%
CC(C)(Cc1ccc(O)cc1)NC(=O)SCc1ccccc1 | -2.9% | 0%
CCOC(=O)c1c(CN2CCC(C)CC2)oc2ccc(OC)cc12 | -10% | -2%
O=C(Cn1c(=O)oc2ccccc21)NC(=O)NCc1ccco1 | 5.7% | -8%
Cc1cc2nnc(SC3CCCCN(C(=O)c4ccc(F)cc4)C3=O)n2c2ccccc12 (centres undefined) | 5.6% | .
Further records follow:
SMILES | Hsp70 inhibitors | Rat MKP-3 inhibitors
CCCCN(CC)CCCNC(=O)C1c2ccccc2C(=O)N(C)C1c1cn(C)c2ccccc12 (centres undefined) | -0.2% | .
CCc1sc(-c2c(C#N)c(N)nc3c2CCCCC3)cc1Br | 2.1% | 0%
CSCC[C@H](NC(=O)OC(C)(C)C)c1nnc(SCc2ccc(F)cc2)o1 | 5.6% | -12%
COc1cccc(CNn2c(-c3cccc(C)c3)nc3ccccc3c2=O)c1O | 6.3% | 2%
COc1ccc(OCC(O)CN(C2CCCCC2)C2CCCCC2)cc1 (centres undefined) | 5.4% | .
Cc1oc2cc(OCC(=O)OCc3ccccc3)ccc2c(=O)c1-c1nc2ccccc2s1 | -0.7% | 4%
O=C(NCC1CCCO1)C1CC(=O)N(C2CCCCCC2)C1 (centres undefined) | 1.0% | 1%
COc1ccc(N(CC(=O)N2c3ccccc3CC2C)S(=O)(=O)c2c(C)nn(C)c2C)cc1 (centres undefined) | 5.0% | -1%
Cc1nc(CNS(=O)(=O)c2ccc(Oc3ccccc3)cc2)cs1 | 1.7% | .
COc1ccc2c(=O)cc(C(F)(F)C(F)(F)C(F)(F)C(F)F)oc2c1 | 2.4% | 0%
O=[N+]([O-])c1ccc(S(=O)(=O)N(CCO)C2CCCCC2)cc1 | 6.3% | -1%
N#CC1(C(=O)Nc2ccc(C(=O)O)cc2)CC2c3ccccc3C1c1ccccc12 (centres undefined) | -1.1% | 3%
Cc1ccc(/C=N/NC(=O)CC2N=C(Cc3ccccc3)NNC2=O)cc1 (centres undefined) | -2.1% | .
C#CCN1C(=O)C(O)(CC(=O)c2ccc(OC)c(OC)c2)c2ccccc21 (centres undefined) | -0.5% | 1%
COc1cc(/C=C(/C#N)c2ccc(F)cc2)ccc1OCc1ccc(C(=O)O)o1 | 6.4% | -11%
CCOC(=O)Cn1cc(C(=O)c2cccs2)c2ccccc21 | -2.8% | -13%
O=P(Cc1ccccn1)(c1ccccc1)c1ccccc1 | 2.4% | 0%
O=C(COc1cccc(Oc2ccccc2)c1)Nc1ncccn1 | 0.1% | -4%
O=C(NCCc1c[nH]c2ccccc12)c1cnc2sccn2c1=O | -4.5% | 2%
O=C(COc1ccc(S(=O)(=O)N2CCOCC2)cc1)Nc1ccc2c(c1)OCCO2 | -3.0% | 2%
O=C(Nc1ccc2oc(-c3cccc(Br)c3)nc2c1)c1ccc([N+](=O)[O-])cc1Cl | 6.0% | -3%
C=CCN1C(=O)/C(=C/c2ccc(OCC)cc2O)SC1=S | 4.6% | 0%
O=S(=O)(c1ccccc1)N1CCN(C/C=C/c2ccccc2)CC1 | -5.1% | 1%
COc1ccc(OC)c(N=CC2=C(O)CC(C)(C)CC2=O)c1 | 6.9%&0.7% | -12%&1%
CN1CCN(CC(=O)Nc2sc3c(c2C#N)CCC(C(C)(C)C)C3)CC1 (centres undefined) | 2.0% | -15%

15 of the compounds above, with two lines to a compound.
Results follow in this order: Hsp70 inhibitors | Rat MKP-3 inhibitors
- O=[N+]([O-])c1ccc(S(=O)(=O)N(CCO)C2CCCCC2)cc1
  6.3% | -1%
- N#CC1(C(=O)Nc2ccc(C(=O)O)cc2)CC2c3ccccc3C1c1ccccc12 (centres undefined)
  -1.1% | 3%
- Cc1ccc(/C=N/NC(=O)CC2N=C(Cc3ccccc3)NNC2=O)cc1 (centres undefined)
  -2.1% | .
- C#CCN1C(=O)C(O)(CC(=O)c2ccc(OC)c(OC)c2)c2ccccc21 (centres undefined)
  -0.5% | 1%
- COc1cc(/C=C(/C#N)c2ccc(F)cc2)ccc1OCc1ccc(C(=O)O)o1
  6.4% | -11%
- CCOC(=O)Cn1cc(C(=O)c2cccs2)c2ccccc21
  -2.8% | -13%
- O=P(Cc1ccccn1)(c1ccccc1)c1ccccc1
  2.4% | 0%
- O=C(COc1cccc(Oc2ccccc2)c1)Nc1ncccn1
  0.1% | -4%
- O=C(NCCc1c[nH]c2ccccc12)c1cnc2sccn2c1=O
  -4.5% | 2%
- O=C(COc1ccc(S(=O)(=O)N2CCOCC2)cc1)Nc1ccc2c(c1)OCCO2
  -3.0% | 2%
- O=C(Nc1ccc2oc(-c3cccc(Br)c3)nc2c1)c1ccc([N+](=O)[O-])cc1Cl
  6.0% | -3%
- C=CCN1C(=O)/C(=C/c2ccc(OCC)cc2O)SC1=S
  4.6% | 0%
- O=S(=O)(c1ccccc1)N1CCN(C/C=C/c2ccccc2)CC1
  -5.1% | 1%
- COc1ccc(OC)c(N=CC2=C(O)CC(C)(C)CC2=O)c1
  6.9%&0.7% | -12%&1%
- CN1CCN(CC(=O)Nc2sc3c(c2C#N)CCC(C(C)(C)C)C3)CC1 (centres undefined)
  2.0% | -15%

Later entries
SMILES | Hsp70 inhibitors | Rat MKP-3 inhibitors
CC1=NN(C(=O)COc2ccccc2)C(O)(C(F)(F)F)C1 (centres undefined) | -4.4% | 0%
CCOC(=O)C1=C(c2ccccc2)N=c2s/c(=C\c3cccc(O)c3)c(=O)n2C1c1cccs1 (centres undefined) | 1.4% | 2%
CCc1ccccc1NC(=O)N[C@H](C(=O)O)C(C)C | 1.0% | .
Cn1c(=O)oc2cc(S(=O)(=O)NCCC(=O)NC3CCCc4ccccc43)ccc21 (centres undefined) | -1.4% | 7%
O=C(COc1ccccc1)Nc1cccc(NC(=O)c2ccco2)c1 | -2.8% | 4%
COc1cccc(NC(=O)c2ccccc2-c2nc(-c3ccc(F)cc3)no2)c1 | -0.2% | -12%
CCOCCOC(=O)C1=C(C)NC2=C(C(=O)CCC2)C1c1cccc(OC)c1OC (centres undefined) | 1.4% | -2%
O=C(O)c1ccc(N2Cc3ccccc3C2)cc1 | 2.9% | -1%
Cc1ccc(C2(c3ccc(C)cc3)CC2C(=O)Nc2ccncc2)cc1 (centres undefined) | 0.4% | -4%
O=c1c(C(c2ccccc2)c2c(O)nc3n(c2=O)CCCS3)c(O)nc2n1CCCS2 | -5.4% | .
COc1ccc(OC)c(/C=C2N=C(/C=C/c3ccccc3)OC/2=O)c1 | -33% | 3%
CC(C)c1ccc(NS(=O)(=O)c2ccc([N+](=O)[O-])cc2)cc1 | -0.5% | 1%
CCCCc1c(C)[nH]c2ccc(C(=O)O)cc2c1=S | -2.1% | 4%
CC1=C(C(=O)OCC2CCCO2)C(c2cccc(C(F)(F)F)c2)C2=C(CCCC2=O)N1 (centres undefined) | -3.5% | 2%
CC(NC(=O)CC(O)(C(F)(F)F)C(F)(F)F)c1ccccc1 (centres undefined) | -1.1% | -11%
CCOc1ccc(N2C(=O)/C(=C/c3ccc(-c4ccc([N+](=O)[O-])cc4C)o3)C(=O)NC2=S)cc1 | -1.0% | -2%
O=S(=O)(Nc1nc(CN2CCOCC2)nc2sc3c(c12)CCCC3)c1cc(F)ccc1F | -4.9% | -5%
CCCc1ccc(C(C)NC(=O)c2cnccn2)cc1 (centres undefined) | 2.7% | 2%
CC(C)CC(c1nnnn1C(C)(C)C)N1CCN(C2CCCC2)CC1 (centres undefined) | 0.4% | -3%
COC(=O)c1cc(OC)c(OC)cc1NC(=O)CCCCCN1C(=O)CCC1=O | -3.8% | -17%
CCn1cc(C(=O)Nc2ccc(NC(=O)c3ccco3)cc2)c(=O)c2ccc(C)nc21 | 1.5% | .
O=C1/C(=C/c2ccc(-c3cccc([N+](=O)[O-])c3)o2)SC(=S)N1Cc1ccco1 | 3.3% | 5%
Cc1ccc(OCC(=O)NNC(=O)c2ccc(Cl)c(Cl)c2)c(C)c1 | -5.8% | -6%
CCCC(=O)c1ccc(N2CCN(C(=O)c3cccs3)CC2)c(F)c1 | -2.0% | 2%
COc1cccc2cc(C(C)=O)c(=O)oc12 | -1.8%&-1.0% | 1%&0%
Next section
SMILES | Hsp70 inhibitors | Rat MKP-3 inhibitors
NC(=O)c1c(-c2ccccc2)oc2ccc(O)cc12 | 3.0% | -6%
COc1ccc(NC(=O)Cn2nnc(C(=O)NCc3ccccc3)c2N)cc1Cl | 9.2% | -2%
COCCCNC(=O)CCn1c(=O)c2ccccc2n(CC(=O)Nc2cc(Cl)ccc2C)c1=O | 3.3% | -3%
O=C(c1ccccc1Oc1ccccc1)N1CCN(c2ccc(F)cc2)CC1 | -2.7% | .
Cc1ccc(SCc2[nH]nc3c2C(c2ccc(C)o2)C(C#N)=C(N)O3)cc1 (centres undefined) | 6.1% | -4%
Cc1ccc(C(=O)Nc2cccc([N+](=O)[O-])c2)o1 | -2.8% | 3%
CC(=O)N(c1ccccc1)S(=O)(=O)c1ccc(Cl)cc1 | 3.7% | -1%
COc1ccc(OC)c(N/C(=N/S(=O)(=O)c2ccc(C)cc2)Nc2nc(C)cc(C)n2)c1 | -3.0% | 1%
CC(=O)Oc1ccc(C(=O)Nn2cnnc2)cc1 | -2.7% | .
CCCCn1c(N)c(N(CCC(C)C)C(=O)COC(=O)c2ccco2)c(=O)[nH]c1=O | 5.5% | 3%
CC(=O)Nc1ccc2nc(-c3cccnc3)[nH]c2c1 | 0.8% | -5%
Cc1cc(C)nc(/N=C2\NC(=O)CC(C(=O)O)N2c2ccc(Oc3ccccc3)cc2)n1 (centres undefined) | -6.5% | -7%
O=C(CSc1nnnn1-c1ccccc1)C1CC1 | 2.3% | 0%
CC(=O)N1CCCc2cc(S(=O)(=O)N3CCC(C)CC3)ccc21 | 0.5% | .
CCOc1ccc(NC(=O)/C=C/c2ccc(OC)c(Br)c2)cc1 | -3.5% | 1%
O=C(OCC(=O)N1CCN(C(=O)c2ccco2)CC1)C1=COCCO1 | 2.3% | 4%
COC(=O)c1cccc(-c2ccc(/C=C3\C(=O)N(c4ccc(S(N)(=O)=O)cc4)N=C3C)o2)c1 | 4.4% | 5%
Cc1ccc(N)cc1CN1CCCC1=O | 3.2% | 0%
Cc1cc(Cl)ccc1N(CC(=O)NCc1ccco1)S(=O)(=O)c1ccccc1 | -1.5% | 2%
O=C(c1cccnc1)N1CCN(S(=O)(=O)c2ccc3ccccc3c2)CC1 | -0.7% | .
COc1ccc(C2/C(=C(\O)c3ccccc3)C(=O)C(=O)N2CCCCCC(=O)O)cc1OC (centres undefined) | -3.8% | 1%
OCCN=Cc1ccc(Cl)cc1Cl | 1.4% | -4%
O=C(Nc1ccccc1C(=O)O)c1ccc(NC(=O)C(c2ccccc2)c2ccccc2)cc1 | -1.7% | -1%
O=C(NCCN1CCOCC1)c1noc2c1CCc1ccccc1-2 | -5.8% | -2%
COc1ccc(NC(=O)N2CCC(c3ccccc3)C2)c(OC)c1 (centres undefined) | 1.8% | -1%
COc1ccc(-n2c(O)c(/C=C3/C(C)=Nc4ccccc43)c(=O)[nH]c2=O)cc1 | 3.7% | 2%
O=C(O)C1C2CCC(O2)C1C(=O)NCc1ccc(F)cc1 (centres undefined) | -4.0% | 0%
CCn1c(SCC(=O)NCC(=O)Nc2ccc(F)cc2)nnc1-c1ccncc1 | 3.5% | .
